Source: PubChem
Menin MLL FP TR: qHTS Assay for Inhibitors Targeting the Menin-MLL Interaction in MLL Related Leukemias: Competition With Texas Red Labeled MLL-derived Mutant Peptide | O00255 | Menin + Texas Red MLL mutant peptide, fluorescence polarization | Potency, µM (series often up to 61.6 µM), for inactives: at the highest dose FP activity change, negative = inhibition, actives largely listed as inhibitors | hit rate 0.23% among 270,000 | AID 1768, 2009; active = well fitted inhibition curve with a large enough effect in the polarisation, with a control signal flat, not every such curve was filed as active; inconclusive = small, poorly fitted or top-dose-only effect, or effect the other way, or a change in a side signal; inactive = no such curve, though single readings can be large or run the other way; the % refers to the polarisation; note: potency is the fitted concentration of half-maximal effect; % of control where 0% means no effect; many of its hits are not listed in these tables
KCNH2 3.1 inh: qHTS for Inhibitors of KCHN2 3.1: Mutant qHTS | Potassium voltage-gated channel subfamily H member 2, brain isoform KCNH2 3.1 (human) | U2OS KCNH2 3.1, thallium flux FluxOr; hits give low values | activity change, % (tested at about 1.8 µM) | hit rate 0.95% among 340,000 | AID 720553, 2013;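 active = maximum activity change below -70%; inconclusive = maximum activity change from -70% to -50%; inactive = maximum activity change above -50%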;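 note: thallium influx rate constant from kinetic fluorescence after stimulation buffer; % is set by controls: 0 for no effect and ±100 for the full control effect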
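Virally transduced U2OS (3.1 isoform, 4 h infection in dark at RT) → overnight 37 C → FluxOr + Red40 in HBSS/HEPES, 45 min → stimulation buffer, 2 min kinetic read → rate constant vs DMSO controls.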
B2AR arrestin: qHTS assay of beta-arrestin-biased ligands of beta2-adrenergic receptor; beta-arrestin recruitment to beta2AR, cell-based reporter; Potency, µM (series often up to 46.1 µM), for inactives: at the highest dose activation, usual class: activators; hit rate 0.02% among 330,000; AID 492947, 2010;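 note: potency is the fitted concentration of half-maximal effect; 0% = DMSO controls and full agonism = EC100 isoproterenol or metaproterenol; nearly all actives have a fitted effect of over 65% in size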
TRPV1 ag: HTS Assay for Compounds that Act as Agonists of the Vanilloid Receptor 1 | Transient receptor potential cation channel subfamily V member 1 (Homo sapiens), Q8NER1 | TRPV1-expressing cells, Fluo-8 calcium influx, agonist mode | activation, % at 8.33 µM | hit rate 0.19% among 320,000; in the data active = activation above about 80%; inconclusive = between about 30% and that limit; note: 0% is about no effect
Target sequence (Q8NER1 whole entry, looked up): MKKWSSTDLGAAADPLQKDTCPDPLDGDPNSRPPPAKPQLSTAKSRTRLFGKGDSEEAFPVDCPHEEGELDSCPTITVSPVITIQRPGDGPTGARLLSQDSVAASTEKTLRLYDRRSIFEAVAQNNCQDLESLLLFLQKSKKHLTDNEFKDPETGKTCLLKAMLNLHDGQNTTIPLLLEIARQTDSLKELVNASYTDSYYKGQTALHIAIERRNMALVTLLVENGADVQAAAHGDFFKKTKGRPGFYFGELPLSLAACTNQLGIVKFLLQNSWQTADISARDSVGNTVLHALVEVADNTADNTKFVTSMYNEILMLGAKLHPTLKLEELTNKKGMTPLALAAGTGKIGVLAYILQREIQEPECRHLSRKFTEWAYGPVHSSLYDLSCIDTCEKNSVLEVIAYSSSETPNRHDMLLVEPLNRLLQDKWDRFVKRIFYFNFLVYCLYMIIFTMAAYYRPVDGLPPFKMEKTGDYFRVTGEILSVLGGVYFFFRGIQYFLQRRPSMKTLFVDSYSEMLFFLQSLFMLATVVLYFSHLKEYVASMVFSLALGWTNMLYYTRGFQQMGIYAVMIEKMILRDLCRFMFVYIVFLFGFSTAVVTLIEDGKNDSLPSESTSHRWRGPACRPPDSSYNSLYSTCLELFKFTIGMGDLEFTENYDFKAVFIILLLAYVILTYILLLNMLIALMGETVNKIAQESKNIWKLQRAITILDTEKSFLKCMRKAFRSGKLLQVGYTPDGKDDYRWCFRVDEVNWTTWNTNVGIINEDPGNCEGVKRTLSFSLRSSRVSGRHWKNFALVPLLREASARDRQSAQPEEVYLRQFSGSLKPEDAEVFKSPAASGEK
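TRPV1-expressing cells were cultured overnight at 35.5C and loaded with Fluo-8 calcium dye for 40 to 90 min at room temperature. After a 10 s baseline, compound was added and calcium influx was read kinetically for 3 min (ex 480/em 520 nm).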
GALK inh: qHTS Assay for Inhibitors of Human Galactokinase (GALK) | Purified GALK, Kinase-Glo residual ATP luminescence | Potency, µM (doses to about 57.5 µM), for the others: at the top dose activity change, negative = inhibition, most hits filed as inhibitors | hit rate 0.007% among 270,000; note: potency is the fitted concentration of half-maximal effect; % is set by controls: 0 for no effect and ±100 for the full control effect
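Human GALK (5 nM) with 35 uM ATP and 100 uM galactose in 20 mM HEPES pH 8.0, 5 mM MgCl2, 60 mM NaCl, 1 mM DTT, 0.01% BSA. After 1 h at room temperature, leftover ATP was read by Kinase-Glo Plus luminescence.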
Giardia killer: Small Molecules that selectively kill Giardia lamblia: qHTS. Giardia lamblia trophozoite viability. activity change, % at 7.66 µM, hits read low. hit rate 0.15% among 340,000; in the data active = activity change below about -80%; inconclusive = between about -30% and that limit;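 note: parasites exposed to compound for two days anaerobically before the ATP read; % is set by controls: 0 for no effect and ±100 for the full control effect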
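Giardia trophozoites, 100 cells per well, were exposed to compounds for 48 hrs at 37 deg C under anaerobic conditions; viability was then read as ATP content by bioluminescence after 15-30 min at room temperature.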
CXXC DNA block: qHTS Fluorescence Polarization Assay for Inhibitors of MLL CXXC domain - DNA interaction | MLL-CXXC / FITC-HOXA9 DNA fluorescence polarization | Potency, µM (highest dose often 115 µM), inactives show top-dose activity change, negative = inhibition, usual class: inhibitors | hit rate 0.037% among 290,000 | AID 2662, 2010; active = well fitted inhibition curve with a large enough effect in the polarisation, with a control signal flat, not every such curve was filed as active; inconclusive = small, poorly fitted or top-dose-only effect, or effect the other way, or a change in a side signal; inactive = no such curve, though single readings can be large or run the other way; the % refers to the polarisation; note: potency is the fitted concentration of half-maximal effect
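Fluorescence polarization: 7 uM MLL-CXXC (stock) preincubated 5 min with compounds, then 50 nM fluorescein-HOX-A9 DNA (stock) added; 30 min ambient. Buffer 50 mM Tris-HCl pH 7.5, 50 mM NaCl, 1 mM DTT, 0.05% BSA.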
PKM2 act: qHTS Assay for Activators of Human Muscle isoform 2 Pyruvate Kinase | purified PKM2, Kinase-Glo ATP luminescence, activation; response scale: 0% is enzyme alone, no compound | Pyruvate kinase PKM (Homo sapiens), P14618 | AID 1631, 2009 | Potency, µM (top dose mostly 57.5 µM), for the others: at the highest dose activation, most hits filed as activators | hit rate 0.34% among 260,000; note: potency is the fitted concentration of half-maximal effect; % is set by controls: 0 for no effect and ±100 for the full control effect; nearly all actives have a fitted effect of over 55% in size
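hPK-M2, >95% pure; 0.1 mM ADP / 0.5 mM PEP final; imidazole pH7.2 buffer w/ 7 mM MgCl2, 50 mM KCl; 1 h RT; Kinase-Glo lum. Intermediate enzyme activity for dual inhibitor/activator qHTS.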
FBPA coupling cs: qHTS Assay for Inhibitors of Fructose-1,6-bisphosphate Aldolase from Giardia Lamblia: Coupling assay counterscreen; activity change, negative = inhibition, % at 58.2 µM, hits read low; coupling enzyme system counterscreen, AmpLite Red fluorescence; AID 2472, 2010; hit rate 0.67% among 290,000; in the data active = activity change below about -30%; note: % is set by controls: 0 for no effect and ±100 for the full control effect
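Activity here indicates interference with the coupling reaction, not aldolase inhibition. Compounds at 57.5 uM final met coupling enzymes for 10 min at RT; substrate and AmpLite Red detection followed, with a 525/598 nm fluorescence read after 20 min.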
KCNH2 WT inh: qHTS for Inhibitors of KCHN2 3.1: Wildtype qHTS; Voltage-gated inwardly rectifying potassium channel KCNH2 (Homo sapiens), Q12809; U2OS, BacMam KCNH2, thallium flux FluxOr; hits give low values; activity change, % at 1.84 µM; hit rate 0.37% among 340,000; AID 720551, 2013;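 active = maximum activity change below -70%; inconclusive = maximum activity change between -70% and -50%; inactive = maximum activity change above -50%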; note: % is set by controls: 0 for no effect and ±100 for the full control effect
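U2OS cells transduced with wild-type KCNH2 virus are loaded with FluxOr dye for 45 min, and thallium flux is measured in kinetic reads before and after stimulation buffer. Rate constants are normalized to DMSO controls.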
USP2a inh: qHTS Assay for Inhibitors of Ubiquitin-specific Protease USP2a Using CHOP2 as the Reporter. USP2 core, Ub-CHOP2 coupled fluorogenic reporter, 485/531. Potency, µM (titrated, usually from 38.3 µM), for inactives: top-dose activity change, negative = inhibition, hits mostly inhibitors. hit rate 0.01% among 330,000;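 note: potency is the fitted concentration of half-maximal effect; plate controls were DMSO wells for no effect and full inhibition by NEM control for full effect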
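Cell-free coupled assay: 10nM USP2 core preincubated 30min RT with compound in Tris-HCl pH 8.0/CaCl2/CHAPS buffer, then 25nM Ub-CHOP2 and 25nM reporter substrate; fluorescence (Ex 485/Em 531) read after 60min RT, normalized to NEM inhibition, concentration-response curves fitted.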
* hit, by the source's call; ? = inconclusive; / = no result given; [ ] = another dose, or the depositor's remark. Unless noted, calls come from the whole dose curve; as a rule, active = well fitted curve in the direction sought with a large enough effect; inconclusive = small, poorly fitted or top-dose-only effect, or another doubt; inactive = no such curve, though single readings can be large; an effect the other way counts as inactive or inconclusive. Only part of the results is shown (hit frequency here may not be typical).

SMILES	Menin MLL FP TR	KCNH2 3.1 inh	B2AR arrestin	TRPV1 ag	GALK inh	Giardia killer	CXXC DNA block	PKM2 act	FBPA coupling cs	KCNH2 WT inh	USP2a inh
Cc1cc(/C=C(/C#N)c2nc3ccccc3[nH]2)c(C)n1-c1ccccc1C(=O)O	?	4	-0.4%	1	-3%	11	2%	1%	-8	9	7%
CCc1ccc(NC(=O)C(C)Sc2nnc(CN3CCCC3)o2)cc1 (stereo unspecified)	/	-9	-0.3%	-1	/	-10	/	/	/	0	0%
Cc1cc(=S)[nH]c(=S)[nH]1	/	7	-0.2%	-3	/	12	4%	1%	-2	-2	-1%
Cc1ccc(NC(=O)/C(=C\c2cccs2)NC(=O)c2ccccc2)cc1	-10%	1	-0.7%	13	1%	10	12%	2%	0	-4	4%
CCc1noc(C)c1C(=O)N1CCN(S(=O)(=O)c2ccc(C(C)=O)cc2)CC1	/	-19	-0.1%	-6	/	10	/	/	/	3	3%
O=C(c1cccc(S(=O)(=O)Nc2cccc(C(F)(F)F)c2)c1)N1CCCCC1	7%	-7	-0.2%	-2	0%	7	4%	-3%	3	/	3%
Clc1ccc2[nH]cc(-c3nnnn3-c3ccc4ccccc4c3)c2c1	?	-20	0.3%	8	1%	11	31%[activator]	-8%	-10	-19	4%
CC(C)n1c(N2CCN(CC(=O)Nc3ccc4c(c3)OCCO4)CC2)nc2ccccc21	-10%	1	-0.6%	8	2%	10	-4%	-8%	3	-1	-4%
CCCN(CC(=O)Nc1ccccc1C)C(=O)c1ccc(C)c(S(=O)(=O)N2CCCCC2)c1	/	-4	0.3%	?	/	13	/	/	/	14	2%
Cc1ccc(Nc2cc(C)nc3ccc(C)cc23)cc1	-18%	13	-1.2%	27	3%	-14	3%	-6%	1	27	-3%
CSCCC(NC(=O)c1ccccc1Cl)C(=O)NCC(c1cccs1)N(C)C (stereo unspecified)	/	17	-0.7%	0	/	-4	/	/	/	11	0%
COc1ccc(NC2=CC(=O)CC(c3ccccc3)C2)cc1 (stereo unspecified)	1%	5	0.2%	5	0%	13	1%	1%	6	-8	8%
CCOc1ncccc1C(=O)OCC(=O)c1cc(OC)c(OC)c(OC)c1	/	-25	-0.3%	2	-1%	11	0%	-5%	-1	2	-9%
CCOC(=O)N1CCN(C(=O)/C(=C/c2ccc(N(C)C)cc2)NC(=O)c2ccccc2)CC1	/	4	0.1%	1	/	4	/	/	/	/	0%
COc1ccc(-c2cc(C(F)(F)F)n3nc(C(=O)N4CCCCC4)cc3n2)cc1	?	0	0.3%	8	-1%	-15	-8%	2%	0	-4	0%
Cc1cc(/C=N/n2cnnc2)c(C)n1-c1ccc(OCc2ccc(Cl)cc2)cc1	-4%	-5	0.0%	3	0%	8	7%	-3%	-5	44	-16%
[O-][N+]1=c2ccc(Nc3ccccc3)cc2=NC12CCCCC2	?	-3	-1.1%	-2	4%	-4	-8%	-8%	-50*	2	2%
O=C(NCc1ccc(Cl)cc1)C1CCC(=O)N(C2CC2)C1 (stereo unspecified)	-6%	19	0.2%	4	8%	-22	2%	1%	7	3	2%
CCOC(=O)N1CCN(C(=O)C(C)N(c2ccc(Oc3ccccc3)cc2)S(C)(=O)=O)CC1 (stereo unspecified)	-9%	0	0.5%	12	-1%	4	0%	-1%	3	6	3%
CCOC(=O)C1=CNS(=O)(=O)NC1c1ccc(C#N)cc1 (stereo unspecified)	/	29	-0.1%	/	/	34[activator]	/	/	/	2	-1%

Compound profiles, as listed above. Screens in order: Menin MLL FP TR, KCNH2 3.1 inh, B2AR arrestin, TRPV1 ag, GALK inh, Giardia killer, CXXC DNA block, PKM2 act, FBPA coupling cs, KCNH2 WT inh, USP2a inh
Results for Cc1ccc(Nc2cc(C)nc3ccc(C)cc23)cc1 : -18%, 13, -1.2%, 27, 3%, -14, 3%, -6%, 1, 27, -3%
Results for Cc1cc(/C=C(/C#N)c2nc3ccccc3[nH]2)c(C)n1-c1ccccc1C(=O)O : ?, 4, -0.4%, 1, -3%, 11, 2%, 1%, -8, 9, 7%
Results for CCOC(=O)C1=CNS(=O)(=O)NC1c1ccc(C#N)cc1 (stereo unspecified) : /, 29, -0.1%, /, /, 34[activator], /, /, /, 2, -1%
Results for CC(C)n1c(N2CCN(CC(=O)Nc3ccc4c(c3)OCCO4)CC2)nc2ccccc21 : -10%, 1, -0.6%, 8, 2%, 10, -4%, -8%, 3, -1, -4%
Results for COc1ccc(NC2=CC(=O)CC(c3ccccc3)C2)cc1 (stereo unspecified) : 1%, 5, 0.2%, 5, 0%, 13, 1%, 1%, 6, -8, 8%

The list goes on.
SMILES	Menin MLL FP TR	KCNH2 3.1 inh	B2AR arrestin	TRPV1 ag	GALK inh	Giardia killer	CXXC DNA block	PKM2 act	FBPA coupling cs	KCNH2 WT inh	USP2a inh
O=C(COC(=O)c1cnccn1)Nc1cccc(F)c1	/	6	2.9%	/	/	-22	/	/	/	1	2%
CCc1cc2c(=O)[nH]c(Cc3ccccc3)nc2s1	-1%	8	0.1%	1	2%	-6	6%	9%	2	-4	0%
COc1cccc(N2C(=O)c3cccnc3C2O)c1 (stereo unspecified)	16%	20	0.6%	-2	/	14	19%	/	0	16	3%
O=C(NCc1ccco1)c1nn2c(C(F)(F)F)cc(-c3cccs3)nc2c1Br	?	0	9.2%	3	-4%	4	-4%	22%	6	2	-1%
COc1nc(OC)nc(N2CCC(NC(=O)C(Cc3ccc(C(C)C)cc3)NC(C)=O)CC2)n1 (stereo unspecified)	-25%	/	0.0%	-2	-3%	-3	8%	-7%	-2	19	1%
COc1ccc(OC)c(NC(=O)C2C3CCC(C3=C(C)C)C2C(=O)O)c1 (stereo unspecified)	-8%	3	0.0%	-4	-1%	24	-9%	4%	-11	-7	0%
O=C(Nc1ccccc1)c1ccc(-n2cnnn2)cc1	/	2	0.1%	26	-9%	-25	2%	/	/	/	1%
CC(=O)/C(=C\Nc1ccc(OCc2ccccc2)cc1)c1ccccc1	8%	-9	-0.2%	?	-3%	-20	-10%	-6%	8	-18	-1%
Cc1cccc(NC(=O)CSc2nncn2-c2ccccn2)c1	-1%	5	-0.2%	-4	7%	8	-3%	1%	-1	-15	-9%
O=C(N/N=C/c1ccc(COc2ccc(Br)cc2)o1)c1ccc2c(c1)OCO2	18%	6	12%	?	0%	-27	24%	-3%	3	-4	-1%
O=C1CCN(CCc2ccccc2)CCN1CCSc1ccccc1	5%	-18	-0.7%	?	/	-8	-11%	-2%	0	14	0%
Oc1ccc(-c2ccccc2)cc1CN1CCCCCC1	-28%	-24	-0.9%	7	-2%	22	7%	/	2	7	0%
O=C(CN1C(=O)c2cccc3cccc(c23)C1=O)N1CCCCCC1	-14%	3	-0.2%	1	-1%	-2	-4%	-3%	3	31	-2%
CC(C)Oc1ccc2c3c(c(=O)oc2c1)CCC3	-4%	-12	0.3%	28	5%	2	-1%	8%	2	-4	1%
O=C(N/N=C/c1ccoc1)c1cc(O)cc(O)c1	/	10	-0.1%	3	2%	12	16%	2%	/	3	-2%
COc1ccc(CCN(C)C(=O)C23CC4CC(CC(Cl)(C4)C2)C3)cc1OC	/	/	-0.1%	11	1%	-25	4%	1%	/	-7	0%
CCOCCOC(=O)C(C)Oc1ccc(Oc2ncc(Cl)cc2Cl)cc1 (stereo unspecified)	-10%	-5	-1.2%	16	1%	7	4%	-4%	-2	-13	3%
CCc1ccccc1-n1nnnc1SCC(=O)Nc1ccc(N2CCN(C)CC2)cc1	/	8	0.1%	5	5%	-18	13%	/	/	26	1%
Cc1ccc(F)c(NC(=O)CCOc2ccccc2C)c1	2%	1	-0.2%	12	-2%	-11	3%	-1%	3	0	0%
